# PPARg SRC-3 ag – PPARgamma agonists recruiting SRC-3 coactivator, primary screen, biochemical. activation, % at 8 µM. biochemical PPARgamma/SRC-3 coactivator recruitment assay. 200,000 tested, 0.26% active. Peroxisome proliferator-activated receptor gamma (Homo sapiens), P37231; in the data active = activation above about 23%;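 note: 0% = DMSO and 100% = reference agonist; some compounds past the cut are filed as inactive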
# Target sequence (P37231 whole entry, looked up): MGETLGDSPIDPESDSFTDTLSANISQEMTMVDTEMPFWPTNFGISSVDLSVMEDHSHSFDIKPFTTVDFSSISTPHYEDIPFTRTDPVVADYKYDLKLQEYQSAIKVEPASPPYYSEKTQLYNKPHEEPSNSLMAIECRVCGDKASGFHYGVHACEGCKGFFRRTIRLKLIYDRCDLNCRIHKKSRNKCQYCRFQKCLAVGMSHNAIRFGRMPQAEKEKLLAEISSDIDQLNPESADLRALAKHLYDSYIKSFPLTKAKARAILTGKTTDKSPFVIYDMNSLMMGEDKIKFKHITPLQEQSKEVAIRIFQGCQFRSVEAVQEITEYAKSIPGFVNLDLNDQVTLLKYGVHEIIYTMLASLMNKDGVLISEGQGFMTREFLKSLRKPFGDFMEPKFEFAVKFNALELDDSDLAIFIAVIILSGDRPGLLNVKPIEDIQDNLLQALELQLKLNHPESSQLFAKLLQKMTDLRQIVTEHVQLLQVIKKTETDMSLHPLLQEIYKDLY
# TNAP inh no acc – human TNAP enzyme inhibitors, primary screen, biochemical, luminescent, no phosphate acceptor, uHTS; Alkaline phosphatase, tissue-nonspecific isozyme (Homo sapiens), P05186; purified TNAP, CDP-star luminescence, 30 min; inhibition, % at 20 µM; 200,000 tested, 0.26% active; AID 1012, 2008;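 active = tissue-nonspecific alkaline phosphatase inhibition above about 50% at 20 µM in the single-dose screen, limit read from the data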;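 note: 0% = DMSO negative control and 100% = EDTA positive control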
# Target sequence (P05186 whole entry, looked up): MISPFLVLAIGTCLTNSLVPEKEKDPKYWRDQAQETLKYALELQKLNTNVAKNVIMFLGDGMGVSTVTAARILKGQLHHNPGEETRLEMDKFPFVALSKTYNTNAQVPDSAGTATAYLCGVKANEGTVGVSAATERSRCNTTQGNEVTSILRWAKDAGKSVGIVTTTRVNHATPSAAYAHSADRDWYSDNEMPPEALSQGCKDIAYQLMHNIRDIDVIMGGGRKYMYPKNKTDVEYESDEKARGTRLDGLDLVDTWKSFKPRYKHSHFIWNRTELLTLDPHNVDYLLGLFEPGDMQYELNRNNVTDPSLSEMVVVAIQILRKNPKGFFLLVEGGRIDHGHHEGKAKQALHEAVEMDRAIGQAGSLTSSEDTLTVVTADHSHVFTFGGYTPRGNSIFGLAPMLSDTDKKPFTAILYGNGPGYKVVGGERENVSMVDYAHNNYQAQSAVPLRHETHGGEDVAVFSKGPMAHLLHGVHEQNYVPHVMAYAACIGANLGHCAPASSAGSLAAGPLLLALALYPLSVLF
# TNAP act hiacc – TNAP activators at high phosphate acceptor level, primary screen, biochemical, luminescence, uHTS | purified TNAP, CDP-star luminescence, 1 M DEA, 30 min; hits give high values; 0 = EDTA background, 1 = DMSO-only activity | activation factor at 20 µM | 200,000 tested, under 10 active;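 active = activation factor at least 2 at 20 µM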
#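 Control set: EDTA negative control, DMSO positive control / Assay system: human TNAP / Quantity: TNAP 1/800 final / Evaluation: TNAP activation factor scaled between EDTA and DMSO control wells / Measured by: luminescent substrate turnover signal / Compound dosing: one dose, 20 µM / Times: 30 min enzyme reaction at room temperature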
# TNAP inh hi DEA – human TNAP enzyme inhibitors, primary screen, biochemical, luminescent, high phosphate acceptor level, uHTS; 200,000 tested, 0.03% active; purified TNAP, CDP-star luminescence, 1 M DEA; inhibition, % at 20 µM; Alkaline phosphatase, tissue-nonspecific isozyme (Homo sapiens), P05186; AID 1135, 2008;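 active = over 50% inhibition of tissue-nonspecific alkaline phosphatase at 20 µM in the single-dose screen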;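 note: plate controls were DMSO wells for no effect and EDTA-quenched wells as full inhibition for full effect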
# bIAP inhibitor – bovine intestinal alkaline phosphatase inhibitors, primary screen, selectivity assay for TNAP inhibitor project, biochemical, bovine IAP, CDP-star luminescence; purified bovine IAP, 30 min; inhibition, % at 20 µM; alkaline phosphatase, intestinal [Bos taurus]; 190,000 tested, under 10 active;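 active = over 50% inhibition of intestinal alkaline phosphatase at 20 µM in the single-dose screen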
#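 test system = bovine IAP enzyme | medium = DEA buffer 100 mM, pH 9.8, with MgCl2 1.0 mM, ZnCl2 0.02 mM | detection = luminescence | dosing = single compound dose of 20 µM, 2% DMSO final | incubation = 30 min reaction at room temperature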
# TR-FRET SRC-2 ct – TR-FRET signal artefacts, primary screen, artefact control for PPARgamma SRC-2 agonist project, biochemical; TR-FRET artefact counter-screen; hits give high values; TR-FRET ratio at 8 µM; 200,000 tested, 0.4% active; in the data active = TR-FRET ratio above about 2000; note: inactives centre near 1500
# Efa HMGR inh – inhibitors of E. faecalis class II HMGR, primary screen, biochemical, Enterococcus faecalis; HMG-CoA reductase (Enterococcus faecalis, mvaE); purified E. faecalis HMGR, NADPH absorbance 340 nm kinetic; inhibition, % at 10 µM; 190,000 tested, 0.41% active; AID 1066, 2008;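 active = inhibition above a set limit, the median over all tested compounds plus 3 SD, cut at about 9.5% in these data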;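 note: enzyme runs in reverse so mevalonate oxidation gives rising NADPH absorbance; 0% = complete reaction with DMSO and 100% = background rate lacking mevalonate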
# bIAP activator – bovine intestinal alkaline phosphatase activators, primary screen, biochemical, bovine IAP, CDP-star luminescence. purified bovine IAP, 30 min; hits give high values; fold of DMSO-control signal, blank-subtracted. 200,000 tested, 0.17% active. activation factor at 20 µM;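 active = activation factor of 2 or more at 20 µM, a signal rise over negative controls twice the positive control's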
# PPARg SRC-1 ag – PPARgamma agonists recruiting SRC-1 coactivator, primary screen, biochemical; PPARgamma-SRC-1 coactivator recruitment biochemical assay; 200,000 tested, 0.41% active; Peroxisome proliferator-activated receptor gamma (Homo sapiens), P37231; activation, % at 8 µM; in the data active = activation above about 19%;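 note: 0% = DMSO and 100% = reference agonist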
# PPARg SRC2 recr – agonists of PPARg-SRC-2 recruitment, primary screen, biochemical, HTS | PPARgamma LBD-SRC-2 recruitment | activation, % at 8 µM | 200,000 tested, 0.34% active; in the data active = activation above about 22%;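 note: 0% = vehicle and 100% = reference agonist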
# Active calls of the source: *.
SMILES	PPARg SRC-3 ag	TNAP inh no acc	TNAP act hiacc	TNAP inh hi DEA	bIAP inhibitor	TR-FRET SRC-2 ct	Efa HMGR inh	bIAP activator	PPARg SRC-1 ag	PPARg SRC2 recr
COC(=O)CN1C(=O)C(O)(CC(=O)c2ccc(C)cc2)c2cc(Br)ccc21 (centres undefined)	1.1	3.2	0.9	6.4	0.0	1509	-10.5	1	4.1	2.5
O=C(CSc1nnc(-c2ccco2)n1Cc1ccccc1)NC(=O)NCc1ccccc1	3.9	-1.1	1	-3.3	6.6	1536	2.5	0.9	7.5	5.1
O=C(Nc1ccncc1)c1ccccc1[N+](=O)[O-]	-1.5	-13.2	1	-2.8	-11.8	1625	-4.7	1.1	0.1	-0.5
CCn1c(COc2ccccc2)nnc1SCC(=O)c1cccc([N+](=O)[O-])c1	-0.5	0.2	1	-4.5	0.7	1517	-8.0	1	-1.7	5.4
O=C(CSc1nc2c(c(=O)n1-c1ccc(Cl)cc1)SCC2)NCc1ccco1	3.5	-17.4	1	-4.0	11.2	1789	-1.2	0.9	3.0	6.1
CCc1cc2c(=O)c(-c3ccc(F)cc3)c(C)oc2cc1OCC(=O)O	2.6	-2.2	1	-3.0	-4.1	1673	-4.5	1	2.5	4.2
CC1(C)Cc2ccccc2-c2nnc(SCc3ccccc3)n21	-1.6	-8.5	1	-0.6	3.1	1390	-1.1	1	-2.6	0.8
CC(=O)c1ccc(NC(=O)COC(=O)c2c3c(nc4ccccc24)/C(=C\c2cccs2)CCC3)cc1	2.5	-6.7	1	-4.4	-1.9	1539	-5.7	1	1.0	-0.2
CC1CCN(C(=O)CNC(=O)c2ccc(Cl)cc2Cl)CC1	-1.5	-5.3	1.1	-6.4	0.9	1389	-1.6	1	-4.4	-1.7
Clc1ccc(-n2nnnc2-c2cnc(-c3ccncc3)nc2-c2cccs2)cc1	6.3	-5.2	1	-0.8	1.9	1461	-2.2	1	-2.0	-7.5
CCOC(=O)c1cnc2ccc(F)cc2c1Nc1ccc2c(c1)OCCO2	0.3	-2.9	1	-2.5	1.0	1477	-5.4	1	0.9	-7.4
Cc1cccc(NC(=O)c2sc(-c3ccccc3)nc2-c2ccc([N+](=O)[O-])cc2)c1	1.1	-12.1	1	4.5	25.3	1473	-5.3	0.7	-3.6	-6.5
O=C(N/N=C/c1ccc([N+](=O)[O-])cc1)C(=O)N1CCCC1	1.0	-4.7	1	1.8	5.7	1565	2.6	0.9	-1.5	6.2
COc1ccccc1C(=O)N1CCC(C(=O)c2ccc(F)cc2)CC1	9.7	-15.9	1.1	-7.8	-0.2	1687	-0.7	1	12.1	6.7
CCOC(=O)N1CCN(C(=O)CSc2nnc(-c3cc(OC)ccc3OC)o2)CC1	-0.1	-6.0	1	0.4	6.9	1641	1.2	0.9	-0.9	-1.9
Cc1nc(SCC(=O)Nc2c(C)n(C)n(-c3ccccc3)c2=O)n[nH]1	-3.6	0.8	1	-1.6	5.2	1610	-0.3	0.9	3.4	1.1
O=C(Nc1cccc2c1[nH]c1ccccc12)C(F)(F)F	1.9	-5.3	1	-1.8	-34.8	1462	-2.0	1.3	-0.3	7.2
O=C(NCc1ccco1)c1cc(=O)c2ccccc2o1	1.5	3.1	1.1	-5.5	-3.1	1573	0.4	1	-6.0	4.8
O=C(COC(=O)CNC(=O)C1CCCCC1)Nc1ccc(Cl)cc1F	0.7	-23.4	1.1	-6.7	-1.9	1618	-0.8	1	4.7	15.1
CCc1ccccc1NC(=S)N1N=CCC1c1ccccc1 (centres undefined)	2.3	-5.2	1.1	-8.1	4.6	1487	-7.2	1	6.9	3.1
Cc1ccccc1N1CCN(c2ncnc3c2cnn3Cc2ccc(Cl)cc2)CC1	4.6	-2.6	1	-1.7	13.4	1466	-6.0	0.9	7.7	6.1
Cc1c(C=O)c2ccccc2n1CC(=O)N1CCc2ccccc2C1	-2.3	-4.8	1	2.7	1.3	1323	-2.5	1	-3.4	-2.7
Cc1ccc2nc(-c3ccc(NC(=S)NC(=O)C(C)C)cc3)sc2c1	-1.3	-3.5	1	0.1	11.6	1585	-4.9	0.9	5.5	-4.5
COc1ccc(OCC(O)CN2CCN(Cc3ccc4c(c3)OCO4)CC2)cc1 (centres undefined)	4.1	-7.6	1	-3.7	23.4	1469	-4.1	0.8	-5.1	-3.7
C=CCC1(CC=C)CCCN1C(=O)CC1C(=O)NCCN1Cc1cc(OC)cc(OC)c1 (centres undefined)	2.9	-2.0	1	-0.7	-2.7	1623	-2.0	1	4.3	3.9
Cc1ccc2[nH]c(=O)c3cc(C(=O)N(CCCOC(C)C)Cc4ccco4)sc3c2c1	8.5	-4.8	1.1	-6.9	-10.6	1636	-6.2	1.1	-0.2	2.4
NC(=O)c1ccccc1OCC(=O)NS(=O)(=O)c1ccc(Cl)cc1	-1.9	-10.9	1	-1.3	-7.4	1358	-2.9	1.1	-2.2	0.8
N#CCCN(C(=O)CSc1ccc2c(c1)OCCO2)c1ccc(F)cc1	-0.7	-12.8	1.1	-7.5	21.4	1596	-2.4	0.8	-0.2	2.0
C=CC[n+]1c(-c2ccc(Cl)cc2Cl)csc1Nc1ccc(NC(C)=O)cc1	0.5	-4.4	1	-0.8	-22.8	1346	-9.2	1.2	-0.2	-1.4
COc1ccc(NC(=O)[C@@H](NC(N)=O)C(C)C)cc1Cl	3.1	-3.8	1	-4.8	-2.8	1714	-2.5	1	-0.6	-4.4

# Brought forward from above: three compounds; new compounds follow.
SMILES	PPARg SRC-3 ag	TNAP inh no acc	TNAP act hiacc	TNAP inh hi DEA	bIAP inhibitor	TR-FRET SRC-2 ct	Efa HMGR inh	bIAP activator	PPARg SRC-1 ag	PPARg SRC2 recr
N#CCCN(C(=O)CSc1ccc2c(c1)OCCO2)c1ccc(F)cc1	-0.7	-12.8	1.1	-7.5	21.4	1596	-2.4	0.8	-0.2	2.0
C=CC[n+]1c(-c2ccc(Cl)cc2Cl)csc1Nc1ccc(NC(C)=O)cc1	0.5	-4.4	1	-0.8	-22.8	1346	-9.2	1.2	-0.2	-1.4
COc1ccc(NC(=O)[C@@H](NC(N)=O)C(C)C)cc1Cl	3.1	-3.8	1	-4.8	-2.8	1714	-2.5	1	-0.6	-4.4
CCNS(=O)(=O)c1ccc(CCC(=O)Nc2cc(Cl)ccc2Oc2ccccc2)cc1	1.1	-19.3	1.1	-8.6	0.4	1554	-1.2	1	-6.3	4.6
O=C(Cn1c(=O)sc2ccccc21)Nc1ccc(S(=O)(=O)N2CCCC2)cc1	12.3	-0.7	1	0.3	-28.2	1733	-2.4	1.3	4.3	10.2
Oc1cccc(Nc2nc(NCC3CCCO3)c3ccccc3n2)c1 (centres undefined)	7.2	-8.5	1	-2.9	8.5	1440	-6.7	0.9	-4.0	1.7
COc1cccc(NC(=O)CSc2nncn2-c2ccccn2)c1	2.8	-6.4	1	0.9	-1.9	1769	-0.2	1	-2.0	1.4
CCOc1cc(CNn2cnnc2SCC(=O)NC(C)(C)C)ccc1OCC(=O)NC(C)(C)C	3.6	-11.8	1	-2.1	-0.3	1496	-3.1	1	-0.5	2.7
O=C(CSc1ccccc1)NCc1cccnc1	5.0	-2.0	1.1	-8.2	11.7	1461	0.1	0.9	4.6	-3.7
COc1ccc(OC)c(NC(=O)c2cccc(S(=O)(=O)N(Cc3ccccc3)c3ccccc3OC)c2)c1	1.9	-9.7	1	-2.9	6.0	1608	-3.6	0.9	6.2	5.5
Cc1cc(Cl)ccc1OCC(=O)NN1C(=O)C2C3C=CC(C3)C2C1=O (centres undefined)	4.5	-3.1	1.1	-7.1	-19.1	1532	-2.2	1.2	11.0	5.9
COc1ccc([N+](=O)[O-])cc1NC(=O)C(C)OC(=O)c1ccccn1 (centres undefined)	1.2	-22.5	1	-2.9	4.8	1553	1.4	1	-0.3	3.0
Cc1nn(CC(=O)NCc2cc3ccccc3[nH]2)c(C)c1[N+](=O)[O-]	-4.7	-16.4	1	-4.3	27.8	1382	-4.6	0.7	5.8	-13.7
COc1ccc(S(=O)(=O)Nc2cccc(Cl)c2)cc1OC	-5.5	-6.0	1	0.5	7.3	1331	0.9	0.9	-7.0	-17.1
CC(=O)Nc1ccc(S(=O)(=O)NCc2ccc3c(c2)cc(C)n3C)cc1	0.8	-4.0	1.1	-7.9	10.4	1733	-6.0	0.9	-0.6	9.6
Cc1nc(C)c2c(=O)cc(-c3ccccc3)[nH]c2n1	4.6	-6.4	1	-0.4	0.9	1465	2.9	1	-0.7	3.0
O=C(Nc1ccc(N2CCOCC2)cc1)C1CC(=O)N(c2ccc(F)cc2)C1 (centres undefined)	2.8	-7.4	1	-0.7	-3.2	1370	-4.6	1	-2.3	4.5
O=C(Nc1ccc2c(c1)OCO2)c1ccc(N2C(=O)c3ccccc3C2=O)cc1	-3.1	-10.5	1	-1.4	45.5	1472	-1.7	0.5	-10.9	4.2
CN(C)S(=O)(=O)c1ccc(NC(=O)COC(=O)C2CC3CCCC(C2)C3=O)cc1 (centres undefined)	3.7	1.2	1	-2.2	-5.9	1656	-3.6	1.1	-3.0	4.6
CCC(C)[C@H](NC(=O)Nc1cccc(Cl)c1)C(=O)O (some centres undefined)	12.3	-22.8	1	-2.9	11.1	1563	-1.7	0.9	-5.2	12.0
CC(C)OC(=O)c1ccc(NC(=O)C2C3CC4OC(=O)C2C4C3)cc1 (centres undefined)	-0.1	-8.8	1.1	-5.4	1.2	1612	0.3	1	-0.1	-2.3
O=C(Nc1ccc(Cc2ccncc2)cc1)c1ccco1	-15.4	-12.1	1.1	-5.3	38.2	1265	-5.5	0.6	-1.1	1.8
O=C(CSc1nnc(-c2cccnc2)n1-c1ccccc1)Nc1ccccc1	2.2	-8.8	1	-0.8	2.0	1593	7.1	1	2.1	7.7
COc1ccc(C2=NO[C@@H]3[C@@H]4C[C@@H]([C@H]5C(=O)N(C)C(=O)[C@@H]45)[C@H]23)cc1	4.4	-12.2	1.1	-8.3	12.1	1685	-6.2	0.9	-3.3	6.5
Cc1ccc(C(c2nnnn2CC2CCCO2)N2CCN(C(=O)c3ccco3)CC2)cc1 (centres undefined)	12.2	-6.7	1	-3.3	1.5	1674	-1.5	1	5.7	8.1
Cc1cc(C(F)(F)F)nn1CC(=O)NCc1cccs1	1.5	-2.3	1	1.4	-3.0	1519	-1.2	1	2.2	2.2

# Assay outcomes (PubChem)
